ALOX12 inh – blocks human arachidonate 12S-lipoxygenase | P18054 | purified 12hLO, xylenol orange hydroperoxide absorbance | Potency, µM (series often up to 108 µM), inactives show at the top dose activity change, negative = inhibition, actives largely listed as inhibitors | 580,000 compounds, 1.1% hits; active = well fitted inhibition curve with a large enough effect; inconclusive = small, poorly fitted or top-dose-only effect, or another doubt; inactive = no such curve, though single readings can be large or run the other way
Target sequence (P18054 whole entry, looked up): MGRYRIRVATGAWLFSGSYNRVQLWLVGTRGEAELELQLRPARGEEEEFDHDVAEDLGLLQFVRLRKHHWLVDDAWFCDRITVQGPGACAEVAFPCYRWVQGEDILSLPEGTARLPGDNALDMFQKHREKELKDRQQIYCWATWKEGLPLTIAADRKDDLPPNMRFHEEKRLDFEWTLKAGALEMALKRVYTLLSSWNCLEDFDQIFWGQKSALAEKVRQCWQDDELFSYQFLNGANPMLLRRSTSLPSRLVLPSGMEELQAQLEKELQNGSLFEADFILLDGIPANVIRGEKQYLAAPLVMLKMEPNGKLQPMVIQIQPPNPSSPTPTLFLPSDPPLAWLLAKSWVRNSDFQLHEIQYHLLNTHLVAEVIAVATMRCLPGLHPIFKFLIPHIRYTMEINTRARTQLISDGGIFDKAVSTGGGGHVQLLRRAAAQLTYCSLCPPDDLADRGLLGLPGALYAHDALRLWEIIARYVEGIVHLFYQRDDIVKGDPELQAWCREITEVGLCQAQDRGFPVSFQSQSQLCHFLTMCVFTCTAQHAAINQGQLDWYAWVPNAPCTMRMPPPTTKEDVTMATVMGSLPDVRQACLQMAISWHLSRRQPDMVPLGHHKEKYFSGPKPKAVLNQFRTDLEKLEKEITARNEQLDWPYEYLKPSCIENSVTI
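Purified human 12hLO (150 nM final) in 25 mM Hepes, 0.01% Triton X-100, pH 7.0 was preincubated 15 min at room temperature with compound. Then 40 uM arachidonic acid was added, 30 min. Hydroperoxide was read by Fe-XO absorbance ratio 573/405 nm.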
* hit, by the source's call; ? = inconclusive; [ ] = dose if it differs, or a comment. % is scaled to controls: 0 for no effect and ±100 for the full control effect; potency is read from the fitted curve at half-maximal effect. Not all compounds are listed; rates above refer to the full screens.

SMILES | ALOX12 inh
CCCc1noc(C(C)Sc2nc(C3CC3)nc3ccccc23)n1 (configuration not stated) | 17%
CSc1nnc(-c2cc(Br)ccc2NC(C)=O)c(=O)[nH]1 | 0%
O=C(Nc1ccncn1)[C@@H]1C[C@@H](c2ccc(F)cc2)N(CCOc2ccccc2)C1 | -21%[176 µM]
CCCCc1c(-c2ccccc2OC)ncn1CCc1cccc(F)c1 | -31%
CCOc1cccc(-c2noc(-c3nnn4c3COC(c3ccc(F)cc3)C4)n2)c1 (configuration not stated) | 10%
Cc1ccc(NC(=O)N2CCc3c(c4ccccc4n3CC3CC3)C2)cc1 | 361%[activator]
CC1(C)CC(NC(=O)c2cc3ccccc3oc2=O)CC(C)(C)N1 | -4%
N#CCSc1nnc(-c2ccccc2)n1-c1ccc(Cl)cc1 | -19%
CS(=O)(=O)N1CCCN(C(=O)c2ccccc2C2CCNC2)CC1 (configuration not stated) | 14%
CCCC1C(c2ccc(Cl)cc2)NC(c2ccc(Cl)cc2)C(C)C1(O)CCC (configuration not stated) | ?
NCC(c1cccs1)c1c[nH]c2ccccc12 (configuration not stated) | 62%
CN1CCN(c2nc3nnnn3c3sc4c(c23)CCN(Cc2ccccc2)C4)CC1 | -2%
O=C(N[C@H]1CO[C@H]2[C@@H]1OC[C@H]2OCc1ccccc1)c1ccc(C(F)(F)F)cc1 | -4%[176 µM]
NCCCCCC(N)(C(=O)O)c1ccccc1 (configuration not stated) | -17%
CN(C(=O)Nc1ccccc1F)C(c1ccc(Cl)cc1)c1nccn1C (configuration not stated) | 38%[activator]
FC(F)(F)c1cccc(CSc2ncnc3sc(-c4ccccc4)cc23)c1 | 13%
Cc1cc(C)cc(NC(=O)CCn2cnc3c2c(=O)n(C)c(=O)n3C)c1 | 18%
CCn1c(-c2cccnc2)nc2cc(NC(=O)COC)cc(C(=O)N3CC[C@@H]4CCCC[C@H]4C3)c21 | -1%
Cc1cccc(C(=O)NC2CCN(c3cnn(C)c(=O)c3)CC2)c1 | 24%
COc1ccc(CC(=O)Nc2ccc([C@H]3OCC(=O)N(Cc4cccnc4)[C@@H]3CO)cc2)cc1 | -15%
CC1CCC(=NNC(=O)c2cc(-c3ccc(Cl)cc3)nc3ccccc23)CC1 (configuration not stated) | 10%
CCOc1ccccc1CNC(=O)CC1CCOCC1 | 46%[activator]
CN(CC1CCCO1)c1ccc(C(=O)N2CCC(CCn3cccn3)CC2)cn1 (configuration not stated) | 28%
Cc1ccc(-c2ccc(=O)n(Cc3noc(C(=O)NCc4ccco4)n3)n2)cc1 | ?
COc1ccc(F)cc1S(=O)(=O)N1CCCC(Cn2c(C3CC3)nc3cccnc32)C1 (configuration not stated) | 26%
COc1ccc(CN2C(=O)CN(S(C)(=O)=O)CC2(C)C(=O)NC(C)C)cc1OC (configuration not stated) | 10%
O=c1cc(-c2ccccc2Cl)nc(-c2ccc(CN3CCC[C@@H](O)C3)cc2)[nH]1 | 9%
Cc1ccc(-c2nc(C(=O)N3CCN(c4ccccc4F)CC3)no2)cc1 | 40%
CC(C)NC(=O)Nc1c(NC2CCCC2)c2ccccc2oc1=O | 10%
CCOc1ccc(CC(=O)Nc2ccc(-c3nnc4n3CCCC4)cc2)cc1 | 45%[activator]
O=C(CCCc1nc2ccccc2s1)NCCc1cccc(F)c1 | -7%
O=C(N/N=C/c1ccccc1Cl)c1ccc(Cl)s1 | ?
c1cc(N2CCOCC2)ccc1-c1cc(-c2cn[nH]c2)c2cncn2c1 | 46%[activator][176 µM]
O=C(Cc1ccc(-n2cnnn2)cc1)N[C@@H]1COCC[C@@H]1OCc1ccccc1 | 22%
Cc1ccc(C(=O)N2CCC(n3cc(-c4nc(-c5ccccc5)no4)nn3)C2)cc1C (configuration not stated) | -4%
O=C(O)CCC(=O)N[C@H]1CCN2C(=O)c3cc(-c4ccccc4F)ccc3NC(=O)[C@H]12 | 16%[176 µM]
Cc1ccc(Cl)cc1NC(=O)C(C)NS(=O)(=O)c1ccc2c(c1)CCN2C(=O)N1CCCC1 (configuration not stated) | -1%
O=C(Cn1nc(N2CCN(c3ccccc3)CC2)ccc1=O)NC1CC1 | ?
CCCCNC(=O)c1nc(-c2cccnc2OC)oc1-c1ccc(Cl)cc1 | 9%
CC(C)NC(=O)C1(C)CSCC(=O)N1Cc1cccs1 (configuration not stated) | 2%
CN(C)C(=O)CNC(=O)c1cccc(S(=O)(=O)NCCn2ccnc2)c1 | 62%
Cc1cc(CN2C[C@@H](CO)[C@H](c3nc(C)no3)C2)n(C)n1 | 25%
CCn1c(=O)c(-c2noc(C(=O)NCc3ccc(C)o3)n2)nn(-c2ccccc2)c1=O | ?
O=C(COc1ccc(-c2ccccc2)cc1)NCCc1c[nH]c2ccccc12 | -8%
NCc1ccc(-c2cccs2)cc1 | 27%[176 µM]
COc1ccccc1C(C)NC(=O)Cc1csc2nc(-c3ccc(F)cc3)cn12 (configuration not stated) | -3%
CN1C[C@@H](NC(=O)CC(C)(C)CC(=O)O)C[C@H]1c1nc(-c2ccc3c(c2)OCO3)no1 | ?
c1ccc2c(N3CCNCC3)nc(-c3ccoc3)nc2c1 | -20%
CN(CC(=O)NCC(F)(F)F)C(c1ccccc1)c1ccccc1 | 10%
CC(C)CC(=O)Nc1ccc2oc(-c3ccccc3)nc2c1 | -3%
Cc1nc2c(cnn2C(C)C)cc1C(=O)N(C)Cc1cccc(Cl)c1 | -3%
COc1ccc(-n2c3c(cc(C#N)c2=O)C(=O)CC(C)(C)C3)cc1Cl | 3%
CCOc1ccc(C(=O)Nc2ccc3oc(-c4ccncc4)nc3c2)cc1Br | ?
O=C(Cc1cccc(Cl)c1)N1CCc2nc(C3CC3)nc(-c3ccc(Cl)cc3)c2C1 | 3%
Cc1noc(C)c1CC(=O)N[C@@H]1CN(c2ccccn2)C[C@H]1CN(C)C | 40%[activator]
N#Cc1nc(C2CC2)oc1N1CCN(Cc2ccc(Cl)cc2Cl)CC1 | 4%
CN1C(=O)CS(=O)C12CCN(C(=O)Cc1cccc(F)c1)CC2 (configuration not stated) | 15%
COc1cccc(S(=O)(=O)N2C[C@@H](Oc3cccnc3)C[C@@H]2C(=O)N2CCOCC2)c1 | 13%
COc1ccc(-c2nn(-c3ccccc3C)cc2CN(C)C(C)c2ccncn2)cc1F (configuration not stated) | 56%[activator]
CC(C)C(NC(=O)C1CCCCC1C)C(=O)O (configuration not stated) | 2%

Compounds from the list above that contain an aryl thioether with sulfur outside any ring, in the order listed:
SMILES | ALOX12 inh
CCCc1noc(C(C)Sc2nc(C3CC3)nc3ccccc23)n1 (configuration not stated) | 17%
CSc1nnc(-c2cc(Br)ccc2NC(C)=O)c(=O)[nH]1 | 0%
N#CCSc1nnc(-c2ccccc2)n1-c1ccc(Cl)cc1 | -19%
FC(F)(F)c1cccc(CSc2ncnc3sc(-c4ccccc4)cc23)c1 | 13%

Fetched by compound from the entries so far (3):
SMILES | ALOX12 inh
CC(C)CC(=O)Nc1ccc2oc(-c3ccccc3)nc2c1 | -3%
O=C(Cc1cccc(Cl)c1)N1CCc2nc(C3CC3)nc(-c3ccc(Cl)cc3)c2C1 | 3%
N#Cc1nc(C2CC2)oc1N1CCN(Cc2ccc(Cl)cc2Cl)CC1 | 4%

Returning to the listing with the six entries that preceded the break.
SMILES | ALOX12 inh
Cc1noc(C)c1CC(=O)N[C@@H]1CN(c2ccccn2)C[C@H]1CN(C)C | 40%[activator]
N#Cc1nc(C2CC2)oc1N1CCN(Cc2ccc(Cl)cc2Cl)CC1 | 4%
CN1C(=O)CS(=O)C12CCN(C(=O)Cc1cccc(F)c1)CC2 (configuration not stated) | 15%
COc1cccc(S(=O)(=O)N2C[C@@H](Oc3cccnc3)C[C@@H]2C(=O)N2CCOCC2)c1 | 13%
COc1ccc(-c2nn(-c3ccccc3C)cc2CN(C)C(C)c2ccncn2)cc1F (configuration not stated) | 56%[activator]
CC(C)C(NC(=O)C1CCCCC1C)C(=O)O (configuration not stated) | 2%
COCCn1c(=O)c(-c2cccs2)nc2cnc(N3CCNCC3)nc21 | ?
O=C(O)c1ccc(COc2cc(Cl)ccc2Cl)s1 | -3%
Cc1ccc(-n2nc(C)c([C@H]3C=C[C@@H](OC(=O)N[C@H](C)c4ccccc4)C3)c2C)cc1Cl | 16%
COCCNC(=O)CC1=C2CCCCC2NC1=O (configuration not stated) | 34%
COc1cc(NC(=O)[C@H]2CCC[C@H]2NC(=O)c2cnc(C)cn2)cc(OC)c1 | -1%
CSc1ccccc1C(=O)N1CCOC(Cc2cccc(F)c2)C1 (configuration not stated) | 34%
CN(C)Cc1nnc(C2CCN(C(=O)c3nc(N)nc4c3CCCC4)CC2)n1C | -21%
COC(=O)c1cccc(C(=O)N2CCC(Cc3nc(-c4ccc(F)cc4)no3)CC2)c1 | 2%
Cc1nn(CC(=O)NC(C)(C)C)c(C)c1S(=O)(=O)N1CCCC(C(=O)N2CCC(C)CC2)C1 (configuration not stated) | 8%
CC(=O)Oc1ccc2c(C)c(CC(=O)NC3CCS(=O)(=O)C3)c(=O)oc2c1 (configuration not stated) | 16%
CN(Cc1cccc2ccccc12)C1CCCc2ccccc21 (configuration not stated) | 52%[activator][176 µM]
CC(=O)NC[C@@H]1C=C(C)[C@H](Cc2nc3ccc(F)cc3[nH]2)C[C@H]1C(C)C | 65%[activator][176 µM]
Cn1c(Cl)nc2c1c(=O)n(Cc1ccc(Cl)cc1Cl)c(=O)n2C | ?
Cc1ccc(/C=N/NC(=O)C2CC2)o1 | 3%
CCc1ccc(NC(=O)Nc2cccc(-c3nnc4n3CCCC4)c2)cc1 | 43%[activator]
CCCNc1nc2ccccc2nc1C(=O)Nc1ccc(C)cc1C | -27%
COC(=O)[C@@H]1Cc2ncn(Cc3ccc(OC)cc3)c2CN1S(C)(=O)=O | 105%[activator][176 µM]
Cc1cnc(C(=O)N[C@@H]2CCC[C@@H]2C(=O)NCc2ccccc2)cn1 | 42%[activator]
CN1C(=O)[C@H]2CN(Cc3cc(F)c(F)cc3F)C[C@H]2C1=O | 9%
COc1cc(NC(=O)C2(C#N)CCCC2)c(OC)cc1NC(=O)c1ccccc1 | 77%
COc1cccc(C)c1NC(=O)c1cccc(CN2CCCC(C)C2)c1 (configuration not stated) | -10%
Nc1nonc1C(=O)N1CCN(C(=O)Nc2ccc(F)c(Cl)c2)CC1 | 4%
N#C/C(=C\C=C\c1ccccc1)c1nc2ccccc2[nH]1 | ?
Cc1cc2cc(C(=O)O)ccc2o1 | ?
COc1cc(S(=O)(=O)N2CCC(C(N)=O)CC2)c(OC)cc1Cl | ?
CCc1noc(-c2cccn3c(CNC(=O)Cc4cccc(F)c4)nnc23)n1 | 69%[activator]
CC(=O)NC12CC3CC(C1)CC(C(=O)NCCc1ccc(F)cc1)(C3)C2 | 42%
O=C1CC(c2ccccc2)N(C(=O)C2CC2)CCCN(C(=O)C2CCCCC2)CCN1 (configuration not stated) | 14%
CS(=O)(=O)N1CCC(OC2CCN(C(=O)NC3CCCC3)CC2)CC1 | 44%[activator]
CN(CC(=O)NCC(F)(F)F)Cc1cccc(C#N)c1 | 36%[activator]
Cc1ccc(S(=O)(=O)N2[C@H](CC(=O)c3ccc(F)cc3)OC[C@@H]2C(C)C)cc1 | 18%
NC(CN1CCCC1)C1CCCCC1 (configuration not stated) | ?
CCc1nnc(NC(=O)Cn2nc3c(cc2=O)CCCCC3)s1 | 32%[activator]
O=C(c1cncn1-c1ccc(F)cc1)N1CCN(S(=O)(=O)c2cc(Cl)ccc2Cl)CC1 | 34%[activator]
O=C1N[C@H](CC(=O)N2CCC(c3nc4ccccc4[nH]3)CC2)C(=O)Nc2ccccc21 | 14%
O=C(c1ccc(C(F)(F)F)cc1)N1CCC2(CC(c3cccnc3)=NO2)C1 (configuration not stated) | 0%[6.33 µM]
Cc1cc(=O)oc2cc(OCC(=O)N(C)C3(C#N)CCCCC3)c(Cl)cc12 | ?
CC(NC/C=C/c1ccccc1)c1ccccc1 (configuration not stated) | -22%
CCCS(=O)(=O)N1CCC(Cc2ncc(C)n2Cc2ccc(F)cc2)CC1 | 48%[activator]
O=C(c1ccsc1)N1CCC2(CC1)NCCc1c2[nH]c2ccccc12 | ?
CCOc1ccccc1C(=O)NC1(C(F)(F)F)C(=O)Nc2c1c(=O)[nH]c(=O)n2Cc1ccccc1 (configuration not stated) | -1%
Cc1[nH]c2ccc(Br)cc2c1C(=O)CCl | ?
C=C(CC)CN1CCCC12Cc1ccccc1CNC2=O (configuration not stated) | 5%[12.5 µM]
CC(C)C(=O)Nc1ccccc1Br | 20%
Cc1nsc(NC(=O)NCc2cccc(Cl)c2Cl)n1 | ?
Cc1ccc(C(=O)N2CCC(N3C(=O)C(OCC4CC4)C34CCOCC4)CC2)cn1 (configuration not stated) | 50%[activator]
O=C(/C=C/c1ccc(-c2ccc(Cl)cc2Cl)o1)c1ccccc1 | 1.6µM*
O=C(Nc1ccnn1C1CCN(C(=O)Cn2cccn2)CC1)C1CCCC1 | 16%
Cc1ccc2[nH]c(=O)c(CCC(=O)N3CCCCC3)cc2c1 | 31%
Cc1ccccc1-c1[nH]nc2ncc(-c3c(C)noc3C)nc12 | 4%[176 µM]
C[C@@H]1C=CCCO[C@]12C(=O)N(Cc1ccc(F)cc1)c1ccccc12 | -4%
CC(Sc1nc(Cl)nc2nc[nH]c12)C(=O)N1CCN(c2ccccc2F)CC1 (configuration not stated) | -3%
Cc1cccc(NC(=O)CN2CC3CC(C2)[C@H]2CCCC(=O)N2C3)c1 (some centres not stated) | 15%
CCCCCCCC(=O)Nc1ccc(C(=O)N/N=C/c2cccc(Br)c2)cc1 | 24%
